Yp Topo-I inh: inhibitors of Yersinia pestis topoisomerase I | Y. pestis Topo-I cleavage product accumulation, plate reader | activity, % at 10 µM | 360,000 compounds, 0.064% hits | AID 504884; in the data active = activity above about 50%, passing the limit was not always enough; inconclusive = no clear call, values can overlap the other calls; note: inactives centre near 2
PriA SSB inh: blocks PriA binding to SSB C-terminal tail; AlphaScreen SSBct-PriA binding, biotinylated peptide; inhibition, % at 33 µM; 430,000 compounds, 0.6% hits; AID 1272365; in the data active = inhibition mostly above about 37%, no sharp cut-off; inactive = mostly below about 20%;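 note: plate controls were negative control peptide for no effect and reference peptide for full effect; strong numbers were not always called active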
SARS 3CLpro inh: SARS-CoV 3CLpro protease inhibition. P0C6X7. recombinant SARS-CoV 3CLpro, quenched FRET peptide cleavage. 290,000 compounds, 0.14% hits. inhibition, % at 6 µM; in the data active = inhibition above about 12%
MazEF act: MazEF (E. coli) toxin RNase activation. P0AE70. FAM/BHQ RNA-DNA oligo cleavage fluorescence, 5 h. activation, % at 20 µM. 350,000 compounds, 0.32% hits. AID 504720; in the data active = activation above about 50%
TcdB GH inh: inhibitors of Clostridioides difficile toxin B glycohydrolase; AID 652162; 350,000 compounds, 0.24% hits; TcdB glycohydrolase enzymatic assay, plate reader; inhibition, % at 9.99 µM; in the data active = inhibition above about 10%
PfHsp40 rescue: restores yeast growth despite PfHsp40 toxicity | S. cerevisiae expressing PfHsp40, growth rescue, ATP luminescence | growth rescue, % at 12.5 µM | 340,000 compounds, 0.68% hits; in the data active = growth rescue above about 28%, passing the limit was not always enough; inconclusive = no clear call, values can overlap the other calls;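 note: yeast W303a lacking pdr1 and pdr3 grown in galactose medium; growth measured after three days at 30 °C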
DUSP3 inh: DUSP3 (human) phosphatase inhibition; P51452; recombinant VHR phosphatase, pNPP absorbance; inhibition, % at 13.3 µM; 290,000 compounds, 0.52% hits; in the data active = inhibition above about 50%; note: some compounds called inactive have numbers as strong as hits
Target sequence (P51452 whole entry, looked up): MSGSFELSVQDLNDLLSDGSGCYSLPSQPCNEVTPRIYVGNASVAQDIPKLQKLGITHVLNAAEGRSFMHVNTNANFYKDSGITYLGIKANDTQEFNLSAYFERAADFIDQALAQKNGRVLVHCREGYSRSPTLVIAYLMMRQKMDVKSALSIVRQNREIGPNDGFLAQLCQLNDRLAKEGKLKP
Rv3671c protease: inhibits the M. tuberculosis serine protease Rv3671c. P9WHR9. inhibition, % at 5.96 µM. 320,000 compounds, 0.048% hits; in the data active = inhibition above about 38%;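 note: extracellular domain of Rv3671c used as enzyme; 0% = enzyme with DMSO and 100% = no enzyme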
Anthrax LF prot: anthrax lethal factor protease inhibition; P15917; multiplex microsphere protease cleavage assay, LF; AID 588501; 360,000 compounds, 0.12% hits; inhibition, % at 10 µM; in the data active = inhibition above about 30%; inconclusive = no clear call, values can overlap the other calls; note: plate controls were buffer without enzyme for full effect and enzyme alone for no effect
Target sequence (P15917 whole entry, looked up): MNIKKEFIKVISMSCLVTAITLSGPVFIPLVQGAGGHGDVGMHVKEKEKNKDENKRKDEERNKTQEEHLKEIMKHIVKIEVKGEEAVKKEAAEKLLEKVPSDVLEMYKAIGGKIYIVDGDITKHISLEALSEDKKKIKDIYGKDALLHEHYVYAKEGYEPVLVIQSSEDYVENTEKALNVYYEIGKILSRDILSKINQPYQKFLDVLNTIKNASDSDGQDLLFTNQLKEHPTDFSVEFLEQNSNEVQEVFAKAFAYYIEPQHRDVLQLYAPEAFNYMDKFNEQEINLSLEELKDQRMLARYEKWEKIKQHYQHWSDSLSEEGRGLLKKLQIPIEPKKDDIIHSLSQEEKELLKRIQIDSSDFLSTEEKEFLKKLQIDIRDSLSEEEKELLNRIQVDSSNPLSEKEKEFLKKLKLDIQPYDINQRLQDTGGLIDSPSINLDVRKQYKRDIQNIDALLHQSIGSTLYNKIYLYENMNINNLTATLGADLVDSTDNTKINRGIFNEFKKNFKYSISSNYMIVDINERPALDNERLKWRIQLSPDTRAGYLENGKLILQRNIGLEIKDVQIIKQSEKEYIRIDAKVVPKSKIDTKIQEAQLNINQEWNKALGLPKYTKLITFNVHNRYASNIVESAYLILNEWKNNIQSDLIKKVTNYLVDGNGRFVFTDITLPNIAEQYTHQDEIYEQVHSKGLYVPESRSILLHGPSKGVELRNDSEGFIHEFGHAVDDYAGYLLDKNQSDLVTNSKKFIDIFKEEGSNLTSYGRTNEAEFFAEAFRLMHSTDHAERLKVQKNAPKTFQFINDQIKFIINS
Vc quorum ag: inducers of Vibrio cholerae quorum light production without autoinducers | V. cholerae BH1578 lux reporter, luminescence, 6 h | activation, % at 18.7 µM | 350,000 compounds, 0.16% hits | AID 588436; in the data active = activation mostly above about 9.7%, no sharp cut-off; inconclusive = no clear call, values can overlap the other calls; inactive = mostly below about 3.7%; note: not every result past the cut was called active; inactives centre near 0; reference of the scale not given here
* hit, by the source's call; i = inactive; ? = inconclusive; · = not tested or not shown; & = joins results of further samples. Some of the compounds tested, so the mix of outcomes need not match the whole.

SMILES	Vc quorum ag	PfHsp40 rescue	Rv3671c protease	DUSP3 inh	MazEF act	TcdB GH inh	Anthrax LF prot	SARS 3CLpro inh	PriA SSB inh	Yp Topo-I inh
CCCCc1c(O)nc(SCC(=O)c2ccccc2)[nH]c1=O	i	0.4	3	-2	-6	·	-5	-4	-17	-2
CCCCNC(=O)C1CCC(=O)N1CCc1ccccc1 (stereo unspecified)	i	-1.7	0	21	8	2.6	-8	0	9	-13
Cc1ccccc1OCc1nc2ccccc2c(=O)n1/N=C/c1ccco1	-0.7	-1.4	-1	-8	-6	·	-6	3	·	24
CC(C)(C)c1cc[n+](C2=C([O-])c3ccccc3C(=O)/C2=N\S(=O)(=O)c2ccccc2)cc1	i	·	-38	-11	-4	0.9	0	2	·	-3
Cc1cccc(-n2c(N)cc(=O)nc2SCC(=O)NC2CCCCC2)c1	i	3.4	10	7	6	·	-1	1	-10	-2
CC(=O)Nc1ccc(NC(=S)NC(=O)/C=C/c2ccco2)cc1	i	0.9	-1	14	11	0.4	-15	-5	6	-2
O=C(N/N=C/c1ccccc1[N+](=O)[O-])c1ccc(COc2ccccc2-c2ccccc2)cc1	i	-0.6	-92	18	0	·	-2	2	·	-16
O=C(NCCCN1CCCC1=O)c1ccc2c(c1)OCO2	-2.5	-0.5	4	1	-12	0.8	1	-2	-10	3
CCOC(=O)c1[nH]c2ccc(F)cc2c1NC(=O)CCN1CCSCC1	0.7	0.6	0	3	-6	·	2	-2	-13	0
COc1cc2c(cc1OC)C(COc1cccc(C(F)(F)F)c1)NCC2 (stereo unspecified)	-12	0.5	-3	38	-2	-0.4	0	-6	5	0
O=C(O)c1cccc(NS(=O)(=O)c2ccc(C3CCCCC3)cc2)c1	-0.2	0.0	0	4	-12	·	-2	12*	-7	-8
O=C(N/N=C/c1c[nH]c2ccccc12)c1cccc(O)c1	-0.6	-1.3	4	10	8	0.5	-8	-5	·	-6
CC(C)CNC(=O)CN1C(=O)NC2(CCc3ccccc32)C1=O (stereo unspecified)	2.2	1.1	1	23	-2	0.8	7	-1	-3	0
O=C(CN1C(=O)NC2(CCCCCC2)C1=O)c1ccc(F)cc1	-0.6	0.6	4	·	6	0.5	?	·	-2	-4
Cc1c(NC(=O)COC(=O)C2CC3C=CC2C3)c(=O)n(-c2ccccc2)n1C (stereo unspecified)	i	0.6	4	18	3	·	-2	1	-5	-1
CCOC(=O)/C(=C\c1cccnc1)C(=O)c1cc(C(C)=O)c(Nc2ccccc2)s1	-0.1	-0.2	-7	-2	-3	·	1	6	-3	11
O=C1/C(=C/c2c[nH]c3ccccc23)CCC/C1=C\c1c[nH]c2ccccc12	-0.3	1.7	2	7	-32	·	24	1	15	-24
COc1cccc(Oc2nc(-c3ccncc3)nc3ccccc23)c1	i	·	-5	2	2	0.9	-4	-3	-3	-1
CCSc1nnc(NC(=O)c2cccc3ccccc23)s1	-0.3	0.3	-2	15	9	0.4	-4	-1	-15	-7
CC(C)n1c(NCc2ccccc2O)nc2ccccc21	i	-1.2	6	11	12	1.8	1	-3	3	-6
CCc1ccccc1N(CC(=O)NCC1CCCO1)C(=O)CCC(=O)Nc1cc(C)on1 (stereo unspecified)	i	-0.3	4	14	3	-0.9	10	-1	-8	-8
Cc1cccc(N(C(=O)C(F)(F)F)C(C(=O)NC2CCCCC2)c2cccs2)c1 (stereo unspecified)	1.1	-0.9	-5	14	1	·	1	3	6	-1
Cc1c(NC(=O)c2cccc(NC(=O)COc3ccccc3C#N)c2)c(=O)n(-c2ccccc2)n1C	-0.5	0.8	·	·	1	0.5	·	·	-7	?
Cc1noc(C)c1COc1cccc(C(=O)Nc2cccnc2)c1	-0.2	0.4	3	15	-15	-1.2	-1	5	-1	3
COc1ccc(CCNC(=O)c2nnn(-c3cc(C)cc(C)c3)c2N)cc1OC	-0.3	?	-6	33	-5	·	-1	-5	-8	34
CCCc1cc(C(=O)O)c2ccccc2n1	-2.5	0.7	3	22	2	·	-2	-1	1	-8
Nn1cc(-c2ccccc2)nc1SCC(=O)NC1CCS(=O)(=O)C1 (stereo unspecified)	1.3	0.2	8	11	4	·	4	0	-8	3
Cn1c(O)c(/C=N/c2ncccn2)c(=O)n(C)c1=O	-1.8	-0.6	-7	23	1	·	4	3	·	-3
CN1CCC(OC(c2ccccc2)c2ccc(Cl)cc2)C1 (stereo unspecified)	i	-0.7	·	·	7	0.5	-5	·	-14	3
COCCn1c(SCC(=O)NC(=O)Cc2ccccc2)nc2ccccc2c1=O	-0.6	0.5	7	·	1	2.7	-6	·	-10	11

Following part.
SMILES	Vc quorum ag	PfHsp40 rescue	Rv3671c protease	DUSP3 inh	MazEF act	TcdB GH inh	Anthrax LF prot	SARS 3CLpro inh	PriA SSB inh	Yp Topo-I inh
CCN1CC(CN(C)Cc2nc(-c3ccc(C(F)(F)F)cc3)oc2C)CC1=O (stereo unspecified)	-0.2	-0.3	-2	26	4	1.9	0	2	-3	-2
CCCCc1nc(N2CCN(C(=O)c3ccco3)CC2)c(C#N)c2c1CCCC2	i	7.5	-15	-1	-4	0.5	-2	-1	7	44
CCOC(=O)N1CCN(C/C(Cl)=C/c2ccccc2)CC1	-0.5	1.2	8	-10	2	-3.0	0	-4	4	16
O=C(CCC(=O)Nc1cccc(C(F)(F)F)c1)NCC1CCCO1 (stereo unspecified)	-0.6	0.5	1	6	7	-0.6	-8	-2	-6	2
CCCSc1nnc(C(C)C)n1N	-1.0	-0.9	-17	16	-2	·	-1	0	5	1
CC1=NN(c2ccccc2)C(=O)/C1=C/C=C/c1ccc(N(C)C)cc1	-0.4	-0.4	·	17	-1	-0.4	-7	3	65	0
CCN1C(=O)[C@H]2[C@H]3CN=C(SCc4ccc(C)cc4)N3[C@@](C)(C(=O)OC)[C@H]2C1=O	i	-1.0	·	·	0	1.1	2	·	-6	-3
Cc1[nH]c2ccccc2c1C(=O)NS(=O)(=O)Nc1ccc(Cl)cc1	i	-1.9	3	13	-11	1.6	-4	1	-18	-13
CSc1nsc(SC)c1NC(=O)OCCc1ccccn1	i	0.7	4	-8	-3	·	-2	-1	-23	-2
COc1ccc(C(=O)N2CC3(CC(c4cccc([N+](=O)[O-])c4)=NO3)C[C@H]2C(=O)NCC(N)=O)cc1 (stereo partly specified)	-1.4	-0.1	-6	-2	3	-0.6	-5	-1	10	6
COc1ccc(N2CCN(c3n[nH]c(N)n3)CC2)cc1	i	-0.8	6	17	-6	4.1	-3	1	0	-3
COc1c(C)cc(C(=O)C2CCCN(C(=O)CCCn3cncn3)C2)cc1C (stereo unspecified)	-0.4	-0.2	-11	39	-3	-0.1	0	2	-4	7
CCOC(=O)c1cc(Cl)c2c(ccc3ccccc32)n1	-0.5	·	·	·	6	2.2	-3	·	·	3
COc1ccc(N(CC(=O)N2CCN(c3ccccc3F)CC2)S(=O)(=O)c2c(C)noc2C)cc1	i	0.1	-1	10	11	1.3	-2	3	-10	-8
N#C/C(=C(/O)c1ccco1)c1nc2ccccc2s1	-1.3&-8.3	-1.1&3.8	2&-2	-26&20	-9&-2	-1.7	-17&4	0&1	-4	2&10
CC(C)CCNC(=O)CNC(=S)N(Cc1ccccc1)Cc1cccnc1	-0.7	0.4	-2	-2	-10	·	-2	3	0	2
CC(=O)c1ccc(NC(=O)CSc2nc(C3CC3)nc3ccccc23)cc1	-1.3	-1.7	-9	-14	26	3.6	-4	1	-12	-8
CCOC(=O)C1(Cc2cccc(Cl)c2)CCCN(C(=O)c2cc(CC)on2)C1 (stereo unspecified)	i	0.2	2	61	-2	-0.3	-6	-4	-4	32
CC(NC(=O)c1cc([N+](=O)[O-])cc([N+](=O)[O-])c1)C1CC2CCC1C2 (stereo unspecified)	-0.3	2.1	7	36	9	0.6	7	5	19	-4
Cc1nc([N+](=O)[O-])c(C(=O)OCc2ccccc2)n1C	2.1	-0.7	7	11	4	0.7	0	-5	-38	7
Fc1ccccc1CN1CCC(Cc2ccccc2)CC1	-0.5	1.0	5	-2	-4	0.3	14	4	-7	2
CCC1CCCCN1CCN1C(=O)C2C(C(=O)Nc3cccc(OC)c3)C3C=CC2(O3)C1C(=O)NC1CCCCC1 (stereo unspecified)	-0.3	0.0	-4	21	13	0.8	-8	1	13	-8
COC(=O)c1[nH]c2cc(OC)ccc2c1NC(=O)CCN1CCCC(C)(C)C1	i	-0.8	4	8	-6	·	-4	0	-15	4
O=C(Oc1ccc(Br)cc1)c1cncc(Br)c1	i	0.2	0	-4	2	·	-20	2	-12	4
O=C(Nc1ccc2nc3n(c(=O)c2c1)CCCC3)c1ccccc1[N+](=O)[O-]	-0.3	-1.8	-2	2	7	1.6	-1	-1	-11	2
O=C(COc1ccccc1)Nc1c2c(nn1-c1ccccc1)CS(=O)C2 (stereo unspecified)	0.5	-1.7	-13	-17	2	-2.5	3	-2	-2	4
COC(=O)c1ccc(-c2csc(NC(=O)C3=COCCO3)n2)cc1	-0.3	1.8	-8	5	-10	0.1	0	-1	-5	-9
O=C(N/C(=C/c1ccccc1)C(=O)N1CCCCC1)c1ccccc1	i	-0.6	5	5	2	-1.2	1	0	-1	7
CC(=O)Nc1cccc(CCc2nc3ccccc3[nH]2)c1	0.5	-0.2	3	-20	11	1.9	-4	-2	-1	1
COc1ccc(C(=O)N/N=C/c2c[nH]c3ccccc23)cc1	-0.8	0.4	-7	42	7	-0.7	-3	-5	·	-5

Later entries
SMILES	Vc quorum ag	PfHsp40 rescue	Rv3671c protease	DUSP3 inh	MazEF act	TcdB GH inh	Anthrax LF prot	SARS 3CLpro inh	PriA SSB inh	Yp Topo-I inh
CC1CCCN(C(c2cccs2)c2nnnn2Cc2ccccc2)C1 (stereo unspecified)	i	1.5	-1	40	-5	·	-6	1	-26	19
CCCCN(C)C(=S)Nc1ccc2nc(N3CCN(CC)CC3)cc(C)c2c1	-0.3	0.6	1	46	7	-0.2	-5	4	-1	-4
O=C(CN1CCN(c2ccccn2)CC1)Nc1ccccc1F	1.2	-0.5	-3	57*	6	1.6	-6	-4	0	5
CCCn1c(CCC(=O)O)nc2cc(S(=O)(=O)N3CCCC3)ccc21	i	-2.2	-34	38	9	-0.3	-3	1	-2	4
CN1CCNC(=O)C1CC(=O)O (stereo unspecified)	-1.3	-1.0	3	21	2	·	1	-3	-22	8
CC(=O)n1nc(-c2ccncc2)nc1SCC(=O)Nc1cccc(Cl)c1	-0.3	-0.5	12	-23	-42	0.8	1	-2	0	-1
CCCC(=O)N1CCC1(C)C(=O)NS(=O)(=O)c1cccc(F)c1 (stereo unspecified)	i	·	·	·	·	0.3	-3	·	·	-1
O=C(CN(Cc1ccc(Cl)cc1)C(=O)c1csnn1)NCc1ccc(F)cc1	-1.6	0.6	-8	-20	1	-0.3	3	-1	-17	8
COc1ccc(OCC(O)Cn2c(N3CCCCC3)nc3c2c(=O)[nH]c(=O)n3C)cc1 (stereo unspecified)	i	-1.8	0	17	1	0.9	9	-1	-10	13

Gathered by group, the compounds so far containing a thiophene ring, fused or not.
SMILES	Vc quorum ag	PfHsp40 rescue	Rv3671c protease	DUSP3 inh	MazEF act	TcdB GH inh	Anthrax LF prot	SARS 3CLpro inh	PriA SSB inh	Yp Topo-I inh
CCOC(=O)/C(=C\c1cccnc1)C(=O)c1cc(C(C)=O)c(Nc2ccccc2)s1	-0.1	-0.2	-7	-2	-3	·	1	6	-3	11
Cc1cccc(N(C(=O)C(F)(F)F)C(C(=O)NC2CCCCC2)c2cccs2)c1 (stereo unspecified)	1.1	-0.9	-5	14	1	·	1	3	6	-1
CC1CCCN(C(c2cccs2)c2nnnn2Cc2ccccc2)C1 (stereo unspecified)	i	1.5	-1	40	-5	·	-6	1	-26	19
